DRD3 antagonist: D3 dopamine receptor (human) antagonism; P35462; D3R cells, DiscoveRx beta-arrestin luminescence, antagonist mode; active compounds read low; max response, negative = inhibition, %; 360,000 tested, 2.5% active; AID 652054; in the data active means max response below about -50%; inconclusive means no clear call, values can overlap the other calls; further: on the % scale 0 is the no-effect control and ±100 the full control effect; mostly tested at two doses, the higher about 12 µM
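Cells plated overnight at 1500 cells/well, then exposed to library compounds with dopamine controls for 90 minutes at 37 degrees C. DiscoveRx reagent added for 30–60 minutes at room temperature; luminescence read, quantitative HTS format.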
TDP-43 yeast inh: inhibitors of TDP-43 toxicity in yeast; TDP-43 expressing yeast growth rescue, BacTiter-Glo, 24 h; Potency, µM (doses to about 46.1 µM), inactives show top-dose growth rescue (activation), actives largely listed as activators; 410,000 tested, 1.8% active; AID 652104; further: potency means the concentration at half of the fitted maximal effect; % of control where 0% means no effect; nearly all actives have a fitted effect of over 50% in size
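Galactose-induced TDP-43 yeast, OD600=0.02, compound pinned; 24 hr, 30 deg C; BacTiter-Glo luminescence for growth. Inhibitors of TDP-43 toxicity read as activators.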
pAkt inh: blocks phosphorylation of Akt; Neuro2A IGF-stimulated pAkt S473 HTRF, 20 min; active compounds read low; activity change, % for hits at 50 µM; 360,000 tested, 0.32% active; in the data active means activity change below about -80%; inconclusive means mostly about -51% to -80%; further: on the % scale 0 is the no-effect control and ±100 the full control effect
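Neuro2A cells in DMEM with 0.5% FBS, overnight at 37 deg C, given compound at single 50 µM final, then IGF (6 nM final) for 20 min at 37 deg C. Lysed; phospho-Akt Ser473 by HTRF after 24 h, 665/615 ratio.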
Abeta yeast res: A-beta toxicity reversal in yeast; yeast expressing A-beta42, growth rescue, OD600, 48 h; response scale: 0% DMSO, 100% iron-clioquinol control; Potency, µM (top dose mostly 46.1 µM), for the others: at the top dose growth rescue, hits mostly activators; 410,000 tested, 0.063% active; further: potency means the concentration at half of the fitted maximal effect; nearly all actives have a fitted effect of over 55% in size
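Growth rescue measured by 600 nm absorbance after 48 h yeast culture at 30 C with compound. Values normalized between DMSO and an equimolar ferric chloride plus clioquinol control.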
GLP-1R agonist: agonists of human GLP-1 receptor; P43220; HEK293 GLP-1R CRE-luciferase, luminescence, 4-6 h; cells express a hypersensitive GLP-1R form; Potency, µM (top dose mostly 45.6 µM), inactives show at the highest dose activation, most hits filed as activators; 380,000 tested, 0.007% active; AID 624172; further: potency means the concentration at half of the fitted maximal effect; % of control where 0% means no effect
Target sequence (P43220 whole entry, looked up): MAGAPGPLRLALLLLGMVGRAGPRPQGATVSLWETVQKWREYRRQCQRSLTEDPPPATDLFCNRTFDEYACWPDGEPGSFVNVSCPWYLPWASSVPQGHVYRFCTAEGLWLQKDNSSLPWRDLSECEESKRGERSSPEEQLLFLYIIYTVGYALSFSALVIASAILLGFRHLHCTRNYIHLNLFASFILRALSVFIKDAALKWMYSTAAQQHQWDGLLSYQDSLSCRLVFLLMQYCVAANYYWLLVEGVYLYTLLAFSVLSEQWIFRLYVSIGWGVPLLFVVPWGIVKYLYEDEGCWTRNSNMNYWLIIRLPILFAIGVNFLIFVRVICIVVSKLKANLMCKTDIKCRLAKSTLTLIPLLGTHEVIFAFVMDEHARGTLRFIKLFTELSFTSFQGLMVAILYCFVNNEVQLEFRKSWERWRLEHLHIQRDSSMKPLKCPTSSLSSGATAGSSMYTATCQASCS
GLP-1R inv ag: acts as inverse agonist at human GLP-1 receptor | 410,000 tested, 1.6% active | P43220 | Potency, µM (top dose mostly 38.3 µM), for the others: at the top dose activity change, negative = inhibition, most hits filed as inhibitors | AID 624417 | HEK293 GLP-1R CRE-luciferase, luminescence, 24 h; GLP-1R form is constitutively active; further: potency means the concentration at half of the fitted maximal effect; on the % scale 0 is the no-effect control and ±100 the full control effect; nearly all actives have a fitted effect of over 55% in size
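GLP-1R inverse agonism mode: basal reporter luminescence in engineered HEK293 cells measured after one day of compound exposure at 37 deg C, with a 12 min room-temperature detection step.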
FUS yeast rescue: FUS proteinopathy suppression in yeast. S. cerevisiae FUS-expressing, growth rescue, OD600, 24 h. Potency, µM (series often up to 76.6 µM), inactives show at the top dose growth rescue (activation), actives largely listed as activators. 390,000 tested, 0.24% active. AID 1347120;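 further: potency means the concentration at half of the fitted maximal effect; plate controls were DMSO vehicle for no effect and reference control for full effect; nearly all actives have a fitted effect of over 55% in size; some results filed as inactive show a strong effect at the top dose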
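Quantitative HTS measuring growth restoration of FUS-toxic yeast. Galactose-induced cells (OD 0.005) were exposed 24hr at 30C to compounds at several concentrations, then absorbance at 600 nm was recorded.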
aSyn yeast inh: rescues yeast growth from alpha-synuclein toxicity | Yeast expressing alpha-synuclein, growth rescue, BacTiter-Glo, 24 h | Potency, µM (doses to about 46.1 µM), without a hit: at the top dose growth rescue (activation), most hits filed as activators | 370,000 tested, 0.14% active | AID 652106; further: potency means the concentration at half of the fitted maximal effect; % of control where 0% means no effect; nearly all actives have a fitted effect of over 65% in size
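Screening used galactose-induced yeast with toxic alpha-synuclein levels, exposed to compound for 24 hr at 30 deg C. Cell growth, read with BacTiter-Glo luminescence, gave the measured signal.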
PTHR1 agonist: agonists of human PTHR1 parathyroid hormone receptor. HEK293 GP2 PTHR1 cells, GloSensor cAMP luminescence, 1 h. Potency, µM (highest dose often 115 µM), for the others: at the highest dose activation, hits mostly activators. 410,000 tested, 0.075% active. AID 743266; further: potency means the concentration at half of the fitted maximal effect; nearly all actives have a fitted effect of over 55% in size; some results filed as inactive show a strong effect at the top dose; inactives centre near -15; many of its hits are not listed in these tables
Target sequence (Q03431 whole entry, looked up): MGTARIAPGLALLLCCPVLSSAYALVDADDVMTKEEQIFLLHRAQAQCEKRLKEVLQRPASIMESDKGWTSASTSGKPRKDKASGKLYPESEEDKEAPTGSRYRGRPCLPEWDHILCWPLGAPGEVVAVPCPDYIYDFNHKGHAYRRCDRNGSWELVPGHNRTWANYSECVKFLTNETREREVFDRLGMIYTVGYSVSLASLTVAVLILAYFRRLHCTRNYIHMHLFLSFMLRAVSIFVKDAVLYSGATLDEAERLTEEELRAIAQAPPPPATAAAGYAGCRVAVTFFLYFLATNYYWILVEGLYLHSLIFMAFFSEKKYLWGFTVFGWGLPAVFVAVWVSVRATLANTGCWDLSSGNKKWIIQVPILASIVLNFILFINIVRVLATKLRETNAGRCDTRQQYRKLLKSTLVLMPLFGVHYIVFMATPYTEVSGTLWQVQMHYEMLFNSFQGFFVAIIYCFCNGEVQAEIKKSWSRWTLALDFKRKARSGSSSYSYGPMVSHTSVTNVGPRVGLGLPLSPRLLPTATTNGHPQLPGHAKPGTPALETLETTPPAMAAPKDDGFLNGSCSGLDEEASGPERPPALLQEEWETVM
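HEK-293-derived GP2 cells expressing PTHR1 and a GloSensor cAMP reporter, 3,000/well, plated overnight, given luciferin plus IBMX (each 0.5 mM as added) for 1 h at 37 °C, then compound for 1 h at 37 °C. Luminescence was read after 15 min at room temperature.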
Starred values were filed as active, the others as inactive; i = inactive; ? = inconclusive; . = not tested or not shown; [ ] = dose if it differs, or a comment. Unless noted, the call rests on the fitted dose curve; in most records, active means well fitted curve in the direction sought with a large enough effect; inconclusive means small, poorly fitted or top-dose-only effect, or another doubt; inactive means no such curve, though single readings can be large; an effect the other way counts as inactive or inconclusive.

SMILES	DRD3 antagonist	TDP-43 yeast inh	pAkt inh	Abeta yeast res	GLP-1R agonist	GLP-1R inv ag	FUS yeast rescue	aSyn yeast inh	PTHR1 agonist
Cc1[nH]c(=O)[nH]c(=O)c1S(=O)(=O)N1CCCC(C(=O)NCCc2ccc(Cl)cc2)C1 (configuration not stated)	-11	17%	i	19%	-2%	0%	5%	5%	i
O=C(CSc1nc2ccc([N+](=O)[O-])cc2[nH]1)NC1CCCC1	3	16%	i	24%	-2%	9%	3%	3%	-15%
Cc1c(Cl)cccc1NC(=O)CCC(=O)NNC(=O)c1ccccc1	?	11%	i	7%	0%	-18%	.	1%	i
COc1cc(Cl)c(NC(=O)CN(C)S(=O)(=O)c2ccc3c(c2)CCCC(=O)N3)c(OC)c1	.	21%	.	-9%	-3%	5%	-8%	4%	-9%
Cc1cc(C(=O)OCC(=O)NC(=O)c2cccn2C)c2ccccc2n1	26	17%	i	11%	-3%	26%	20%	1%	i
COc1cccc(CC(=O)OCC(=O)NC2CCCCCC2)c1	-1	21%	i	-7%	2%	-24%	-11%	-1%	i
O=C(c1ccco1)N1CCN(C(=O)c2ccc(Br)o2)CC1	-21	15%	i	1%	-2%	2%	-18%	-4%	i
CCCN(CCC)C(=O)Cn1c(=O)n(-c2ccc(C)c(C)c2)c(=O)c2c3c(sc21)CCCCC3	.	15%	.	6%	1%	-24%	-30%	.	i
COc1cc(NC(=O)CSc2nc(-c3ccc(C(C)C)cc3)no2)cc(OC)c1	.	-13%	.	-9%	.	9%	37%	.	i
CC(=O)c1cccc(NC(=O)Cc2ccc3c(c2)CCCC3)c1	8	18%	i	29%	9%	-27%	-5%	?	i
O=C(CSc1ncccn1)NNC(=O)c1ccccc1	-2	-2%	i	1%	0%	4%	-2%	20%	i
CC[C@@]12C(=O)N(c3ccccc3)C(=O)N1[C@H](c1ccc(OC)cc1)[C@@H]1C(=O)N(C(C)(C)C)C(=O)[C@@H]12	-11	13%	i	-10%	1%	1%	13%	1%	-25%
COC(=O)c1ccccc1OCCCN(C)C	-4	15%	i	12%	0%	16%	.	-8%	-21%
C1=CCN(Cc2ccccc2)C1	0	20%	i	-11%	2%	6%	-48%[inhibitor]	-4%	-17%
CN(C)S(=O)(=O)c1ccc(N2CCCC2)c(C(=O)Nc2ccc(N3CCOCC3)cc2)c1	21	5%	i	5%	1%	10%	0%	1%	i
CC(=O)Cc1nsc(NC(=O)c2cccc(F)c2)n1	21	0%	i	-9%	-1%	20%	-3%	4%	-25%
CC(C)(C)CC(C)(C)Nc1c(-c2ccc(O)cc2)nc2cnccn12	19	-15%	i	4%	6%	-1%	-2%	8%	-30%
COCC(=O)NC1CC2CCC(C1)N2C(=S)Nc1ccccc1C(=O)OC (configuration not stated)	5	23%	i	15%	7%	11%	15%	7%	i
Cc1nc(N2CCOCC2)c2oc3ccccc3c2n1	5	0%	i	-13%	6%	10%	.	-1%	-25%
COc1ccccc1NC(=O)CN1CCC(c2nc3ccc(C)cc3[nH]2)CC1	8	-6%[9.22 µM]	i	1%	17%	?	9%	-7%	i

Single records, from the list above. Order of screens: DRD3 antagonist, TDP-43 yeast inh, pAkt inh, Abeta yeast res, GLP-1R agonist, GLP-1R inv ag, FUS yeast rescue, aSyn yeast inh, PTHR1 agonist
Listed for COCC(=O)NC1CC2CCC(C1)N2C(=S)Nc1ccccc1C(=O)OC (configuration not stated) : 5, 23%, i, 15%, 7%, 11%, 15%, 7%, i
Listed for COc1cccc(CC(=O)OCC(=O)NC2CCCCCC2)c1 : -1, 21%, i, -7%, 2%, -24%, -11%, -1%, i
Listed for COc1ccccc1NC(=O)CN1CCC(c2nc3ccc(C)cc3[nH]2)CC1 : 8, -6%[9.22 µM], i, 1%, 17%, ?, 9%, -7%, i
Listed for Cc1[nH]c(=O)[nH]c(=O)c1S(=O)(=O)N1CCCC(C(=O)NCCc2ccc(Cl)cc2)C1 (configuration not stated) : -11, 17%, i, 19%, -2%, 0%, 5%, 5%, i

Next entries.
SMILES	DRD3 antagonist	TDP-43 yeast inh	pAkt inh	Abeta yeast res	GLP-1R agonist	GLP-1R inv ag	FUS yeast rescue	aSyn yeast inh	PTHR1 agonist
COc1ccc(-c2csc3nc(C)n(-n4cccc4)c(=O)c23)cc1	9	14%	i	-3%	3%	?	-7%	-9%	-32%[inhibitor][57.5 µM]
COc1ccc(S(=O)(=O)N(C)CC(=O)NCCN2CCOCC2)cc1	1	-2%	i	10%	7%	8%	-2%	0%	i
COc1ccc(N(C(=O)CNC(=O)c2ccco2)C(C(=O)NC2CCCCC2)c2ccco2)cc1 (configuration not stated)	7	10%	i	-10%	2%	12%	13%	3%	-3%[57.5 µM]
CC(C)OCC(O)CN1CCN(C(c2ccccc2)c2ccccc2)CC1 (configuration not stated)	-50*	-15%	i	-12%	-6%	?	6%	-1%	?
CCn1cc[n+](C)c1P(c1ccccc1)c1ccccc1	0	2%	i	-6%	1%	1%	-17%	-8%	-83%[inhibitor]
CN1CCN(C(=O)CCc2nc(-c3ccc(Cl)cc3)no2)CC1	-3	-6%	i	3%	-3%	?	7%	-1%	i
Cc1cccc(Nc2nc(N)nc(CN3CCN(c4ccccc4)CC3)n2)c1	0	-10%	i	2%	0%	?	22%	-6%	-42%[inhibitor][57.5 µM]
CCOc1ccccc1NC(=O)CN1CCC(C(=O)c2ccc(F)cc2)CC1	?	-4%	i	-9%	23%	?	7%	0%	-26%
O=C(Nc1nnc(CSCc2ccccc2F)s1)c1cccc([N+](=O)[O-])c1	0	4%	i	-7%	-2%	-7%	13%	-8%	-28%
N#Cc1cc(C(=O)c2cc(F)ccc2O)cn(-c2nccs2)c1=O	0	-13%	i	-28%	1%	-26%	36%	-44%[inhibitor]	-36%[inhibitor]
CC(=O)N1CCSc2ccc(S(=O)(=O)Nc3ccc(C)cc3)cc21	5	-13%	i	-4%	13%	-10%	-2%	0%	-41%[inhibitor]
CCN(CC1COc2ccccc2O1)C(=S)Nc1ccccc1 (configuration not stated)	?	23%	i	7%	-1%	0%	28%	0%	-37%[inhibitor]
CCOC(=O)C(C#N)=CN1CCNc2ccccc21	6	-4%	i	0%	15%	5%	-6%	10%	-7%
CC1(C(=O)NS(=O)(=O)Cc2ccccc2)CCN1C(=O)C1(c2ccc(Cl)cc2)CCC1 (configuration not stated)	0	12%	i	-7%	-1%	?	26%	1%	i
Cc1cc(C)nc(/N=C(\N)Nc2ccc([N+](=O)[O-])cc2)n1	-20	28%	i	9%	-10%	11%	.	1%	i
COc1ccc2nc3n(c(=O)c2c1)-c1ccc(Cl)cc1C(=O)NC3Cc1ccc(O)cc1 (configuration not stated)	4	7%	i	7%	8%	4%	11%	-4%	-22%
COc1ccc(S(=O)(=O)N2CCOCC2)cc1NC(=O)CO/N=C/c1ccccc1OC(F)F	-14	18%	i	2%	0%	13%	-2%	1%	-4%
O=C(O)c1cc(-c2ccccc2)n(-c2ccccc2C(=O)O)n1	2	-6%	i	0%	8%	3%	-6%	7%	-5%
Cc1ccc(C(=O)OCC(=O)NC(C)c2ccccc2)cc1C (configuration not stated)	-7	8%	i	1%	2%	1%	.	9%	-12%
CNC(=O)c1ccsc1NC(=O)CS(=O)(=O)c1ccc(F)cc1	28	4%	i	-3%	-6%	7%	-22%	-9%	i
O=C(NCc1nc(-c2ccccc2)no1)c1ccco1	.	5%	.	0%	.	-8%	-14%	.	i
O=C1CC(c2ccc(F)cc2)SC(N(c2ccccc2)c2ccccc2)=N1 (configuration not stated)	-12	6%	i	-6%	-3%	?	4%	14%	-9%
Cc1nc2ccccc2c(=O)n1-c1ccc(NS(=O)(=O)c2cc(F)ccc2F)cc1	-23	20%	i	14%	-1%	17%	-7%	-9%	-25%
Cn1ncc(Br)c1C(=O)NC1CCCC1	4	17%	i	-1%	-6%	-22%	19%	1%	i
CCN(Cc1cc2ccccc2[nH]c1=O)S(=O)(=O)c1ccccc1	7	-1%	i	-1%	18%	?	6%	3%	-13%[57.5 µM]
CC(=NC1CCCCC1)c1ccc(O)cc1O	6	23%	i	-12%	7%	-4%	-10%	-14%	i
COc1cc(C2C(C(=O)c3ccc(C)o3)=C(O)C(=O)N2CCc2ccccc2)ccc1O (configuration not stated)	-12	4%	i	-14%	-4%	?	44%	3%	i
COC(=O)COc1ccc2c(c1C)O/C(=C\c1ccco1)C2=O	-3	-4%	i	-26%	15%	0%	30%	0%	-3%
CCN(CC)C(=O)C(C)N(C#N)c1nc(Cl)nc(N(C)C)n1 (configuration not stated)	3	5%	i	7%	11%	11%	3%	-4%	-44%[inhibitor]
CCOC(=O)N1CCN(C(=O)c2csc3c2CCCCC3)CC1	-3	-5%	i	14%	3%	3%	11%	21%	-5%
O=C(CSc1cccc(C(F)(F)F)c1)Nc1ccc(N2CCOCC2)cc1	-23	-8%	i	5%	0%	?	.	0%	-3%
Nc1ncnc2c1ncn2[C@@H]1O[C@H](CNCc2ccc(-c3cc(C(F)(F)F)ccc3Cl)o2)[C@@H](O)[C@H]1O	-76*	6%	i	4%	13%	4%	-15%	-2%	i
CC1=C(c2ccc(C(C)C)cc2)S(=O)(=O)N=C1N1CCN(c2ccc(F)cc2)CC1	.	-1%	.	0%	.	5%	1%	.	i
CCN(CC(=O)Nc1ccccc1OC)CC(=O)Nc1c(Cl)ccc(C)c1Cl	11	11%[9.22 µM]	i	-7%	14%	-22%	10%	-9%	-12%
O=C(NCCc1ccccc1)c1n[nH]c2ccccc12	-4	?	i	0%	13%	?	-20%	-13%	-33%[inhibitor]
O=C(C1CCCN(S(=O)(=O)c2ccccc2)C1)N1CCCCCC1 (configuration not stated)	12	-21%	i	-3%	2%	-24%	12%	4%	i
COc1ccc(CC(=O)Nc2nc(-c3cccc([N+](=O)[O-])c3)cs2)cc1	21	5%	i	-6%	-2%	5%	9%	1%	i

Assay outcomes as filed in PubChem BioAssay.

This is a subset; count on the stated rates, not on these rows.
